LYPLA2 inh = blocks human lysophospholipase 2, a PME1 counter-screen | O95372 | recombinant LYPLA2, FP-Rh probe fluorescence polarization | inhibition, % at 5.9 µM | 320,000 tested, 0.38% active | AID 2177;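 active = inhibition above the screen-wide mean plus 3 SD, limit set per campaign, cut at about 26% in these data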;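 also: 0% = LYPLA2 with DMSO and 100% = wells lacking LYPLA2 enzyme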
PREPL inh = human PREPL enzyme inhibition | Q4J6C6 | recombinant PREPL, fluorescence polarization activity-based probe | inhibition, % at 5.96 µM | 320,000 tested, 0.68% active; in the data active = inhibition above about 43%;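 also: 0% = enzyme with DMSO and 100% = wells lacking enzyme; many of its hits are not listed in these tables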
Target sequence (Q4J6C6 whole entry, looked up): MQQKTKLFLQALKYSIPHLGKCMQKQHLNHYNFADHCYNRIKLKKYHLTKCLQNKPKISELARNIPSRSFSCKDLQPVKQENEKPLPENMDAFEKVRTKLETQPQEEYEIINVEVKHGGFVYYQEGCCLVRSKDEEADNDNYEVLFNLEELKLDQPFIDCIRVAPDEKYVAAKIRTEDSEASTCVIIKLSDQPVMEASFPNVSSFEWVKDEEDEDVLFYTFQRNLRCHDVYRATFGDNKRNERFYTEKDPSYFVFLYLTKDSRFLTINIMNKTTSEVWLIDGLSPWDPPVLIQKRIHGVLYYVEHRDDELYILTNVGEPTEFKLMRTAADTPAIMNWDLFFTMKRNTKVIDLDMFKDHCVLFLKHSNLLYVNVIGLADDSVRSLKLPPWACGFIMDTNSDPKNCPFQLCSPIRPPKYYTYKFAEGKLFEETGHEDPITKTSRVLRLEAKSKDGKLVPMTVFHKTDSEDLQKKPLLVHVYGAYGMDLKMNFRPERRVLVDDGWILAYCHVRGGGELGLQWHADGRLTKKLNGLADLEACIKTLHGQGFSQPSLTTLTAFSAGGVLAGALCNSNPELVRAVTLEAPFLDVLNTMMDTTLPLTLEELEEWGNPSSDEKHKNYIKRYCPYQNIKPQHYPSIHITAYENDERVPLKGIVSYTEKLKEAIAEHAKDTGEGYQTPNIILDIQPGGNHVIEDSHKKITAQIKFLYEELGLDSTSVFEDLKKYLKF
PAD4 FP inh = inhibitors of human PAD4; recombinant PAD4, RCA probe fluorescence polarization; inhibition, % at 6.36 µM; 330,000 tested, 0.41% active; AID 485272;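 active = percent inhibition above a cutoff equal to the mean of all tested compounds plus 3 SD, cut at about 15% in these data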;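 also: 0% = PAD4 with RCA probe and DMSO and 100% = probe without PAD4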
PAFAH2 FP inh = inhibitors of human PAFAH2; Q99487; recombinant PAFAH2, FP-rhodamine activity probe, fluorescence polarization; inhibition, % at 3.39 µM; 340,000 tested, 0.99% active; AID 492956;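 active = inhibition above the mean over all tested compounds plus 3 SD, cut at about 30% in these data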;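 also: inhibitors block probe labeling of enzyme so polarization drops; 0% = enzyme with DMSO and 100% = wells lacking PAFAH2 protein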
PAFAH1B3 FP inh = PAFAH1B3 (human) inhibition. Q15102. recombinant PAFAH1B3, FP-rhodamine probe, fluorescence polarization. inhibition, % at 3.39 µM. 340,000 tested, 0.28% active. AID 492972;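 active = inhibition above the screen-wide average of all tested compounds plus 3 SD, cut at about 25% in these data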;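 also: 0% = enzyme with DMSO only and 100% = wells lacking PAFAH1B3 protein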
PAFAH1B2 inh = inhibitors of human PAFAH1B2. P68402. recombinant PAFAH1B2, FP-rhodamine activity probe, fluorescence polarization. inhibition, % at 3.39 µM. 340,000 tested, 1.2% active;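 active = inhibition above the mean of all tested compounds plus 3 SD, cut at about 24% in these data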;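 also: 0% = enzyme with DMSO and 100% = wells lacking PAFAH1B2; many of its hits are not listed in these tables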
LYPLA1 counter = counter-screen for PME1 inhibitors: inhibitors of human LYPLA1; inhibition, % at 5.9 µM; recombinant LYPLA1, FP-Rh probe fluorescence polarization; 320,000 tested, 0.16% active; O75608;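 active = inhibition above the mean of all tested compounds plus 3 SD, set per campaign, cut at about 14% in these data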;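 also: inhibitors block serine hydrolase probe labeling of LYPLA1 so polarization falls; 0% = enzyme with DMSO and 100% = wells lacking LYPLA1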
GSTO1 counter = blocks human GSTO1 in RBBP9 counter-screen. P78417. recombinant GSTO1, activity-based probe fluorescence polarization. inhibition, % at 5.96 µM. 300,000 tested, 1.1% active. AID 1974;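 active = inhibition above the campaign mean inhibition plus 3 SD, cut at about 35% in these data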;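 also: 0% = GSTO1-1 with DMSO and 100% = wells lacking GSTO1-1 enzyme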
Target sequence (P78417 whole entry, looked up): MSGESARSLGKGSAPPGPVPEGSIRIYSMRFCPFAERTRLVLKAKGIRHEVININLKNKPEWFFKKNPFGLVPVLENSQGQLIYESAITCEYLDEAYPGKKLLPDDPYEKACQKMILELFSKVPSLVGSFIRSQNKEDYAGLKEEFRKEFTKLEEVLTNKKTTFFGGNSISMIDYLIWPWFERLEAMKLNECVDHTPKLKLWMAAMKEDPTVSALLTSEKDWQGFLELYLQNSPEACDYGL
pPAFAH FP inh = pPAFAH (human) enzyme inhibition | inhibition, % at 3.39 µM | recombinant pPAFAH, FP-rhodamine probe fluorescence polarization | AID 463082 | Q13093 | 330,000 tested, 1.5% active;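 active = inhibition above the mean inhibition across the screen plus 3 SD, cut at about 25% in these data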;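 also: inhibitors block binding of the rhodamine activity-based probe so polarization drops; 0% = enzyme with DMSO and 100% = wells lacking pPAFAH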
The depositor's hits bear a star; . = no result given.

compound	LYPLA2 inh	PREPL inh	PAD4 FP inh	PAFAH2 FP inh	PAFAH1B3 FP inh	PAFAH1B2 inh	LYPLA1 counter	GSTO1 counter	pPAFAH FP inh
CN1CCN(S(=O)(=O)c2ccc(Sc3nnnn3-c3ccccc3)c([N+](=O)[O-])c2)CC1	3.3	-3.1	1.8	10.1	9.1	38.5*	3.6	6.2	-1.4
CCCc1cc(=O)oc2cc(OCC(=O)NCC3CCC(C(=O)O)CC3)ccc12 (stereo unspecified)	10.2	-0.5	0.4	-2.4	14.2	2.6	3.7	-2.4	2.4
C#CCOCCOCCOCCNc1nc(N2CCN(C(=O)[C@H](C)n3cc(CCCN=C(N)N)nn3)CC2)nc(N2CCN(C(=O)[C@H](Cc3ccc(O)cc3)n3cc(CCO)nn3)CC2)n1	0.9	27.1	-1.6	.	.	.	4.0	6.7	3.8
Cc1[nH]c(=O)[nH]c(=O)c1S(=O)(=O)Nc1ccc(Cl)c([N+](=O)[O-])c1	7.0	11.3	0.6	9.1	11.8	4.9	4.8	5.2	4.4
COc1ccc([N+](=O)[O-])cc1NC(=O)CC(c1ccccc1)c1ccccc1	-17.3	1.7	-0.5	-8.2	-3.8	8.2	-9.9	-11.5	6.2
C=CCNC(=O)/C(=C/c1cccc([N+](=O)[O-])c1)NC(=O)c1ccccc1	-10.4	23.8	-7.8	0.6	4.7	10.6	0.7	-2.3	-6.7
CCCCc1c(O)nc(SCC(=O)NCC2CCCO2)[nH]c1=O (stereo unspecified)	7.2	12.2	2.2	-1.6	2.1	4.2	4.3	-1.4	3.0
Cc1ccccc1Cn1c([N+](=O)[O-])cnc1C	3.0	5.5	3.5	8.6	4.9	2.2	-0.7	-2.4	5.0
Nc1cc(N2CCCCC2)c(Cl)cc1[N+](=O)[O-]	2.4	-4.5	-1.9	0.8	7.8	3.6	2.6	0.8	3.6
CCC1(c2ccccc2)NC(=O)N(CC(=O)NNC(=O)CCN2CCN(c3ccccc3)CC2)C1=O (stereo unspecified)	3.7	2.6	7.8	1.3	-2.9	4.1	-0.8	1.7	8.3
Cc1csc(NC(=O)c2ccc(COc3ccccc3)o2)n1	-7.6	-0.9	4.9	5.7	-2.5	3.0	-11.2	3.8	-3.7
C=CC[C@H](CC(=O)NCCO)C(=O)N[C@H](COC(=O)[C@@H](CC=C)Cc1ccc(F)cc1)C(C)(C)C	.	38.4	-0.7	9.9	-3.0	14.6	.	.	8.5
COc1cccc(C2/C(=C(/O)c3ccc4c(c3)CC(C)O4)C(=O)C(=O)N2CCCn2ccnc2)c1 (stereo unspecified)	6.7	13.4	-1.7	6.3	-2.9	0.6	0.2	0.7	2.9
Cc1ccc(NC(=O)c2cc(S(=O)(=O)N3CCCCC3)c[nH]2)cc1C	-9.3	-4.2	-5.2	3.1	-0.3	0.1	-4.5	-7.6	-7.1
COc1ccccc1OCCC(=O)Nc1ccc2c(c1)OCO2	.	0.3	-2.1	-7.2	-0.7	0.6	.	.	2.5
Cc1ccc(Cl)cc1NC(C#N)c1ccccc1 (stereo unspecified)	0.7	12.2	-4.0	3.5	6.5	3.2	-0.3	-9.6	3.8
O=C(Nc1ccc(NC(=O)c2ccco2)cc1)c1ccc2c(c1)OCCO2	-22.3	-3.6	-2.0	.	.	.	-8.7	-6.7	0.2
Cn1nccc1C(=O)NC1CC(C)(C)Cc2c1cnn2-c1ccc(F)cc1 (stereo unspecified)	-2.5	3.6	-2.2	3.6	11.4	-0.7	-0.2	13.9	4.7
CC(=O)c1cccc(NC(=O)COc2nsnc2N2CCOCC2)c1	-0.3	10.4	0.0	-5.3	-4.5	0.3	0.1	4.2	1.0
COC(=O)c1cc(NC2c3ccccc3C(=O)N2c2ccc(Cl)cn2)cc(C(=O)OC)c1 (stereo unspecified)	3.4	-1.6	3.3	-7.2	-0.3	-0.3	-0.3	0.4	-3.1
CCOC(=O)CCCCCN1C(=O)c2cccc3cccc(c23)C1=O	-5.1	8.9	3.4	7.5	-2.8	-2.4	-4.4	-0.9	2.2
CC(=O)Nc1cccc(/C(C)=N/NC(=O)c2c(-c3ccccc3Cl)noc2C)c1	0.4	-2.5	0.7	6.4	7.0	-3.0	2.0	1.1	5.0
Cc1cccc(NC(=O)CSCC(=O)Nc2ccccc2C(=O)NC2CC2)c1	-0.7	11.1	0.7	2.5	8.7	-0.2	1.5	5.8	1.4
CCOC(=O)c1ccc(NC(=O)C(=O)NCC2(c3ccc(OC)cc3)CCOCC2)cc1	2.1	3.6	-3.5	-4.8	-2.0	-1.1	-0.3	1.7	4.0
N[C@@H](Cc1ccc(O)cc1)C(=O)Nc1ccc2ccccc2c1	-0.9	-5.1	-0.8	-2.3	1.8	-1.5	-1.1	.	-3.0
O=C1NC(=O)C2(CCc3ccccc32)N1 (stereo unspecified)	6.3	-2.8	-8.3	7.1	7.4	6.3	1.0	10.9	0.7
CN(C)c1ncc(S(=O)(=O)c2ccccc2)c(N)n1	-7.0	2.8	-12.0	-4.3	1.1	-3.0	-5.2	-2.0	-7.5
O=c1[nH]cnc2sc3c(c12)CCCC3	0.1	-6.9	-3.0	-1.6	7.3	-2.3	-1.6	-5.2	5.8
O=C(O)c1cc(Cl)c(Cl)cc1C(=O)N1CCOCC1	5.4	23.3	-7.9	6.2	8.8	2.2	6.2	-6.0	-1.1
O=C(NNc1cccc(Cl)n1)C(F)(F)F	6.9	-2.9	0.5	4.5	9.8	5.2	0.7	1.1	2.1
Cc1cccc(NC(=S)NCc2cccn2C)c1	0.2	13.0	2.4	1.9	-3.3	5.6	1.4	37.5*	-0.9
O=c1c2c([nH]n1-c1ccccc1)CCCC2	-6.1	2.9	4.9	5.0	13.3	3.8	-1.7	3.1	-2.0
C=CCOc1ccc(Br)cc1CNC(C)(C)CO	10.7	24.0	-1.5	4.5	5.3	2.9	0.6	2.6	1.4
CCOC(=O)c1sc(NS(=O)(=O)c2ccccc2Cl)nc1C	3.3	-9.3	-0.3	-1.8	5.6	5.2	0.5	-10.5	3.4
CN1CCN(c2nc(-c3ccco3)cc(C(F)(F)F)n2)CC1	-0.1	0.8	-3.0	3.0	-2.4	5.4	-0.9	-2.2	-3.0
CN(C(=O)c1ccc2c(=O)n3c(nc2c1)CCCCC3)c1ccccc1	-13.6	-3.7	-1.8	9.8	0.9	5.9	-6.6	3.6	-8.4
Nc1nc(SCC(=O)c2ccc(Br)s2)n[nH]1	-3.4	51.5*	-5.8	.	.	.	-3.6	0.5	4.6
Cc1noc(C)c1C(=O)Nc1nc2ccc(Cl)cc2s1	-0.8	-19.5	-2.0	-1.3	-3.8	-3.2	-1.0	-7.3	7.1
O=C(NCc1ccccn1)C(=O)NCC(c1ccco1)N1CCN(c2ccc(F)cc2)CC1 (stereo unspecified)	0.7	-46.9	-2.3	0.7	-1.2	4.5	-0.4	-1.9	5.3
COc1ccc(C(=O)NNC(=O)C(C)NC(=O)c2ccccc2NC(=O)c2ccco2)cc1 (stereo unspecified)	3.0	-11.3	0.2	-2.8	10.3	2.0	3.5	-2.4	1.7
O=C(CCc1ccccc1)NNc1cc(N2CCCCC2)nc(N2CCCCC2)n1	-2.3	22.0	-5.2	-0.5	-2.5	3.2	-1.4	8.7	1.9
COc1ccc(NS(=O)(=O)c2cc(NC(=O)/C=C/c3cccs3)ccc2N2CCOCC2)cc1	-32.0	7.7	-3.6	-43.9	-18.7	-4.9	-16.9	-27.4	-9.9
CCSc1nnc(Nc2ccccc2)s1	6.2	-7.0	-3.7	-3.6	11.5	2.0	-1.6	1.9	3.0
Cc1cccc(-n2ncc3c(N4CCCc5ccccc54)ncnc32)c1	4.8	3.1	-1.3	-2.6	7.8	0.9	-1.7	-4.7	1.5
Cc1cc(N(C)C)nc(SC(C)C)n1	0.8	1.5	-2.4	1.5	3.2	3.5	4.3	3.1	-2.0
CC(=O)Nc1ccc(S(=O)(=O)N2CCC(n3cnc4cc(F)ccc43)CC2)cc1	-6.7	-53.1	-8.7	-2.0	-2.0	-1.0	-6.5	0.7	-9.6
COc1ccc(CCNC(=O)c2ccc(CNc3nc(=S)[nH]c4ccccc34)cc2)cc1OC	0.8	3.9	2.1	0.7	-5.5	2.1	-1.4	-7.8	-1.9
O=C(CCCCCN1C(=O)c2ccccc2C1=O)Nc1ccc(S(=O)(=O)N2CCCCC2)cc1	41.8*	8.1	-6.3	-5.8	0.2	3.2	26.4*	3.6	-0.9
O=C(COC(=O)c1cc(-c2cccnc2)nc2ccccc12)Nc1ccc(F)cc1F	-10.9	-4.8	-5.7	-11.8	-5.3	-8.4	-6.7	1.4	9.5
O=C(/C=C/c1ccc(F)cc1)NCCCn1ccnc1	4.2	2.6	-1.0	-2.5	1.5	2.9	1.5	3.3	1.3
O=C(Cc1ccc(S(=O)(=O)N2CCOCC2)s1)Nc1cc(Cl)ccc1Cl	-3.1	7.1	-6.3	41.2*	11.4	0.9	-5.2	.	27.6*
CCN(CC)CCN1C(=O)C(O)=C(C(=O)c2cccs2)C1c1ccc(C)o1 (stereo unspecified)	-5.1	11.7	-5.3	-1.5	-0.5	5.9	1.2	-2.9	0.5
CCOC(=O)Cc1csc(NS(=O)(=O)c2ccc(Br)cc2)n1	-2.5	-3.5	1.3	3.2	4.2	1.6	-1.3	3.5	2.7
COc1cccc(N(C(=O)CNC(=O)c2ccco2)C(C(=O)NC2CCCCC2)c2cccnc2)c1 (stereo unspecified)	2.6	-1.1	-0.8	8.7	3.2	2.4	0.5	9.0	5.7
COc1ccc(CCNCC(=O)Nc2ccc(C)c(S(=O)(=O)N(C)C)c2)cc1OC	-3.1	8.8	2.6	8.9	0.3	3.8	-3.6	-4.6	-6.9
Cc1cccc(-n2c(C)cc(/C=N/n3cnnc3)c2C)c1	5.8	3.4	-2.3	11.2	10.2	-1.5	6.1	4.4	3.8

The list continues.
compound	LYPLA2 inh	PREPL inh	PAD4 FP inh	PAFAH2 FP inh	PAFAH1B3 FP inh	PAFAH1B2 inh	LYPLA1 counter	GSTO1 counter	pPAFAH FP inh
Cc1ccccc1OCC(=O)NC(=S)Nc1cccc2cc(O)ccc12	-8.1	23.4	-4.0	-11.9	3.7	5.7	-7.9	5.4	10.5
COc1ccc(OC)c(NC(=O)Nc2ccccc2C)c1	-1.1	1.1	0.8	2.4	5.3	8.1	2.0	9.0	1.8
CC(C)(/C=N/NC(=O)CSCc1ccccc1Cl)CCC#N	3.7	-31.5	-0.9	3.0	-0.4	-1.8	-5.4	-1.6	4.5
COc1cc(Cl)c(C)cc1NC(=O)Cc1ccc(OC)c(OC)c1	-3.9	5.1	-3.5	-2.5	3.4	1.4	-2.3	6.6	-4.0
N#CCCCSc1ncccc1-c1nc2ccccc2[nH]1	0.6	0.5	0.9	0.8	4.8	5.8	2.6	-2.5	4.5
CCN(CC)c1ccc(/C=N/NC(=O)Cc2cccs2)c(O)c1	1.2	11.9	-4.2	13.7	13.2	4.8	-4.2	-1.6	13.0
O=C(CN1CCC(n2nnc3cc(F)ccc32)CC1)NNC(=O)c1ccccc1	-0.9	-3.3	0.9	4.8	-1.0	4.5	0.3	-4.3	4.4

Compound activity as filed in PubChem.

This is a subset. The share of hits here may be higher or lower than overall.
